D2 potentiator: HTS Assay for Positive Allosteric Modulators of the Human D2 Dopamine Receptor: Primary Screen for Potentiators | hit rate 0.34% among 340,000 | HEK293 T-REx D2, calcium flux, EC20 dopamine potentiation | D(2) dopamine receptor (Homo sapiens), P14416 | potentiation, % at 10 µM;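 active = potentiation over 3 SD above the plate norm, cut at about 30% in these data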; note: 0% is about no effect
Target sequence (P14416 whole entry, looked up): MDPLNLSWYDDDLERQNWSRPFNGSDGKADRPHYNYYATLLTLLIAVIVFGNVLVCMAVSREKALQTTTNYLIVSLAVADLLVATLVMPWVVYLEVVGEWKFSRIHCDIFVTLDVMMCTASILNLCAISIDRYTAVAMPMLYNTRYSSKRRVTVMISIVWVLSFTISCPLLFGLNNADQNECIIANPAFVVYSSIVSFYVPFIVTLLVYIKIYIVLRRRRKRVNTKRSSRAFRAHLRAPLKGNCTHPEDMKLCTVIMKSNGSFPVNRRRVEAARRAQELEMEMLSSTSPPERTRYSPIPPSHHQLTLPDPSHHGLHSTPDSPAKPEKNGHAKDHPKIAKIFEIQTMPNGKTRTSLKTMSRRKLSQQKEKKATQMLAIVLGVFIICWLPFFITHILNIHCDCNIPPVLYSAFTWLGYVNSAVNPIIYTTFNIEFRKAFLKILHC
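Potentiation of an EC20 dopamine calcium response is measured in a force-coupled, tetracycline-inducible Hek293 Trex D2 line. Compound-only kinetic reads over 180 s flag agonists before dopamine addition.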
D1 antagonist: Antagonist of Human D 1 Dopamine Receptor: qHTS; D(1A) dopamine receptor (Homo sapiens), P21728; hit rate 3.2% among 360,000; HEK293 TREx D1 cells, calcium flux, dopamine EC80; stronger effect = lower value; activity change, negative = inhibition, % at 10 µM; in the data active = activity change below about -30%; note: % is set by controls: 0 for no effect and ±100 for the full control effect
Target sequence (P21728 whole entry, looked up): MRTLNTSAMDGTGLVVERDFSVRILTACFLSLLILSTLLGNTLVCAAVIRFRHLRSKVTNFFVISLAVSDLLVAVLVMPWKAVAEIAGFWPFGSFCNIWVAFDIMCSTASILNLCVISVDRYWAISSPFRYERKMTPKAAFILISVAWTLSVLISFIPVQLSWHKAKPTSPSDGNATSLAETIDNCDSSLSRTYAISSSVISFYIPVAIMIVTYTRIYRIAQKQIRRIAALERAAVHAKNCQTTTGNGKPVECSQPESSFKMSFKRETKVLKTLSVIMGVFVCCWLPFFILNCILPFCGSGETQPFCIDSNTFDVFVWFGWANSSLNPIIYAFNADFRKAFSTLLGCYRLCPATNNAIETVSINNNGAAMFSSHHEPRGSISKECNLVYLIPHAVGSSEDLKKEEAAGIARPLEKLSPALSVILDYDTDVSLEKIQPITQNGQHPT
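Tetracycline-induced HEK293 T-REx cells with force-coupled D1 receptor were loaded with a no-wash calcium dye. Compound was added after a 10 s baseline and read kinetically for 180 s; EC80 dopamine was then added and calcium flux followed another 180 s.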
RXFP1 agonist: qHTS Assay for Agonists of the Relaxin Receptor RXFP1 | Relaxin receptor 1 (Homo sapiens), Q9HBX9 | HEK293T-RXFP1 cAMP TR-FRET, 30 min; response scale: percent of porcine relaxin response, buffer zero | Potency, µM (doses to about 57.5 µM), for the others: at the top dose activation, most hits filed as activators | hit rate 0.3% among 370,000 | AID 2676, 2010; note: potency is the fitted concentration of half-maximal effect; % is set by controls: 0 for no effect and ±100 for the full control effect; nearly all actives have a fitted effect of over 60% in size; many of its hits are not listed in these tables
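HEK293 cells stably expressing RXFP1, treated 30 min at 37C with compounds plus PDE4 inhibitor Ro 20174; cAMP measured by HTRF TR-FRET. Normalized to buffer and 29 nM porcine relaxin; EC50 by Hill fit.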
D1 ag: Allosteric Agonists of the Human D1 Dopamine Receptor: qHTS. D(1A) dopamine receptor (Homo sapiens), P21728. HEK293 T-REx D1 cells, calcium flux, agonist mode. activation, % at 2 µM. hit rate 1% among 360,000. AID 504660, 2011; in the data active = activation above about 30%; note: 0% is about no effect
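Agonism was scored from calcium flux recorded over 180 s (1 read/s) after pintool compound addition, following a 10-cycle baseline. Cells were inducible force-coupled HEK293 TREx D1, plated overnight at 30 C and loaded with no-wash calcium dye.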
Vif-A3G inh: qHTS for Inhibitors of Vif-A3G Interactions: qHTS; HeLa A3G-eYFP + Vif (tagged APOBEC3G with the HIV-1 protein that degrades it), YFP fluorescence, overnight; Potency, µM (series often up to 46.1 µM), for inactives: at the highest dose activity, negative = active, usual class: inhibitors; hit rate 0.076% among 410,000; AID 602310, 2012;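 note: potency is the fitted concentration of half-maximal effect; % is set by controls: 0 for no effect and ±100 for the full control effect; nearly all actives have a fitted effect of over 60% in size; hits raise eYFP signal because A3G escapes Vif-driven loss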
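Read-out is eYFP fluorescence (Ex 488/Em 500-530) from Vif-expressing HeLa A3G-eYFP cells; more signal means A3G escaped Vif-mediated degradation. Cells plated overnight, compound pinned in, incubated overnight at 37 deg C.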
D1 potentiator: Potentiators of Human D1 Dopamine Receptor: qHTS; D(1A) dopamine receptor (Homo sapiens), P21728; HEK293 TREx D1 cells, calcium flux, dopamine EC20 potentiation; potentiation, % at 10 µM; hit rate 0.036% among 360,000; AID 504651, 2011; in the data active = potentiation above about 30%; note: 0% is about no effect
GRP78 ERSR act: qHTS for Inducers of the Endoplasmic Reticulum Stress Response (ERSR) in Human Glioma: qHTS. U87-MG GRP78 promoter luciferase reporter, 16 h. Potency, µM, for inactives: at the highest dose activation, most hits filed as activators. AID 602332, 2012. hit rate 0.02% among 420,000; note: potency is the fitted concentration of half-maximal effect; series mostly up to about 76 µM; % of control where 0% means no effect; nearly all actives have a fitted effect of over 35% in size
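Stably transfected U87-MG human glioma cells carrying a GRP78-based luminescent sensor were seeded at 1000 cells/well, pin-dosed with compounds and incubated 16 h. Luciferase reagent was then added, and end-point luminescence was read after 10 min at room temperature.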
Vif-APOBEC3F blk: qHTS for Inhibitors of Vif-A3F Interactions: qHTS; HeLa A3F-eYFP + Vif (tagged APOBEC3F with the HIV-1 protein that degrades it), YFP fluorescence increase; Potency, µM (series often up to 46.1 µM), for inactives: at the highest dose activity, negative = active; hit rate 0.2% among 390,000; note: potency is the fitted concentration of half-maximal effect; % of control where 0% means no effect; nearly all actives have a fitted effect of over 65% in size
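Fluorescence increase (Ex 488/Em 500-530) after overnight compound treatment at 37 deg C flags inhibition of Vif-driven A3F-eYFP loss in stable HeLa A3F-eYFP/Vif cells seeded overnight beforehand.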
RXFP1 antagonist: qHTS Assay for Antagonists of the Relaxin Receptor RXFP1; Relaxin receptor 1 (Homo sapiens), Q9HBX9; HEK293-RXFP1, relaxin-stimulated cAMP HTRF, 30 min; stronger effect = lower value; activity change, negative = inhibition, % at 57.5 µM; hit rate 0.59% among 350,000;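 active = activity change of -60% or lower, but not beyond a set lower limit; inconclusive = change between -60% and -40%, or beyond the set limit; inactive = change above -40%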; note: % is set by controls: 0 for no effect and ±100 for the full control effect
Active calls of the source: *; u = inconclusive; x = no result given; & = joins results of further samples. Unless noted, calls come from the whole dose curve; as a rule, active = well fitted curve in the direction sought with a large enough effect; inconclusive = small, poorly fitted or top-dose-only effect, or another doubt; inactive = no such curve, though single readings can be large; an effect the other way counts as inactive or inconclusive. An excerpt (hit frequency here may not be typical).

SMILES	D2 potentiator	D1 antagonist	RXFP1 agonist	D1 ag	Vif-A3G inh	D1 potentiator	GRP78 ERSR act	Vif-APOBEC3F blk	RXFP1 antagonist
OCc1cn(-c2ccccc2)nc1-c1ccc2c(c1)OCCO2	6.1	-6.6	2.7%	1.0	0.7%	-0.1	-5.2%	x	-6.8
CCOc1ccc(S(=O)(=O)c2cn(Cc3ccccc3)c3ccc(OCC)cc3c2=O)cc1	10.9	-25.2	3.0%	1.5	-5.1%	-1.0	-5.5%	2.2%	-11.7
COC(=O)CCCCCC(CCC(=O)OC)NC(C)=O (configuration not stated)	-2.3	-0.4	-0.3%	0.7	-0.7%	3.4	-1.3%	2.9%	-7.5
Cc1cc(NC(=O)C(C)SCC(=O)Nc2ccccc2OC(F)F)no1 (configuration not stated)	-19.6	-3.8	-1.9%	3.7	1.0%	-3.2	-2.5%	-23.1%	4.4
COC(=O)c1c(NC(=O)Cc2cccs2)sc2c1CCC(C)C2 (configuration not stated)	9.1	-2.5	1.8%	2.6	0.6%	2.7	-2.6%	-2.8%	-15.9
Cc1ccc(Nc2ncnc3sc(C)c(C)c23)cc1C	-7.9	48.6	8.9%	-1.7	3.2%	0.3	2.0%	3.4%	-1.7
CCOc1ccccc1/C=C(\NC(=O)c1ccccc1)C(=O)NCCC(=O)O	-3.0	-7.6	2.9%	3.2	0.0%	-0.3	-0.4%	-0.6%	-5.0
Fc1ccc(-c2nc(-c3cccs3)c(-c3cccs3)[nH]2)cc1	-7.3	-8.8	29.9%	-0.3	1.3%	0.7	-2.5%	-6.3%	-19.8
O=[N+]([O-])c1cccnc1Oc1ccc(F)cc1F	-0.5	0.3	1.4%	0.8	1.1%	0.4	-2.1%	10.7%	15.6
COc1cccc(-c2cc(C(=O)Nc3cc(C)on3)no2)c1	-15.4	5.0	6.2%	1.1	1.5%	-12.7	3.7%	-0.2%	-26.7
CCn1c(=N)n(CC(=O)c2ccco2)c2ccccc21	-1.8	-5.2	-0.2%	0.6	-29.7%	3.0	9.3%	-7.7%	-14.4
CCCNC(=O)C(Cc1cccc(C#N)c1)NC(=O)c1cccc([N+](=O)[O-])c1 (configuration not stated)	8.1	15.4	1.6%	0.1	-0.4%	-0.3	-2.1%	-1.8%	x
COc1cc(/C=N\Nc2ccc([N+](=O)[O-])cc2)ccc1OCC(=O)Nc1ccc(C)c(C)c1	x	x	-0.3%	x	-1.4%	x	-0.9%	10µM*	-6.6
Cc1cc(NC(=O)c2n[nH]c(=O)c3ccccc23)ccc1Br	-1.3	1.7	-0.8%	0.3	0.2%	1.8	4.1%	0.0%	-2.6
CC(C(=O)NCCN1C(=O)S/C(=C\c2cccs2)C1=O)N1C(=O)c2ccccc2C1=O (configuration not stated)	4.7	-14.6	0.9%	2.9	3.0%	-9.8	-4.0%	7.3%	-2.2
COc1ccc(Cc2c(C)nc(N)nc2Cl)cc1	6.6	-24.3	0.6%	2.9	-12.0%	2.5	1.0%	-10.0%	4.6
O=C1/C(=C/c2cccc([N+](=O)[O-])c2)CCc2ccccc21	5.9	6.7	0.6%	4.5	-24.7%	0.8	-0.6%	5.5%	-3.9
COc1ccc(C)cc1NC(=O)N1CCN(S(=O)(=O)c2ccc3c(ccn3C)c2)CC1	6.9	3.0	-0.1%	-1.4	-1.7%	-0.8	-3.1%	6.3%	x
O=c1cc(CSc2ccc(Cl)cc2)nc(N2CCCCC2)[nH]1	-9.0	-2.2	-0.2%	1.3	-0.4%	3.5	-2.1%	-0.2%	3.5
CCOc1ccc(C(=O)Nc2ccc3nc(N4CCN(CC)CC4)cc(C)c3c2)cc1	0.2	-4.5	-2.4%	0.3	-1.1%	-6.7	-9.5%	-7.4%	19.8
Cc1ccc(C)c2nc(SCC(=O)NCc3cccs3)c(C#N)cc12	-0.3	-2.6	u	1.0	-0.8%	-3.4	-1.7%	0.9%	-4.3
CC1=C(C(=O)N2CCCC(N3CCN(c4cccc(Cl)c4)CC3)C2)OCCO1 (configuration not stated)	-1.9	0.9	-0.3%	-0.1	1.0%	-2.6	4.3%	5.5%	-4.4
CC1CCc2nc3ncn(CC(=O)Nc4cccc(C#N)c4)c(=O)c3cc2C1 (configuration not stated)	2.3	6.1	5.1%	7.2	-5.4%	-1.9	-0.4%	-6.1%	-30.6
COc1ccc(Cl)cc1NC(=O)CN(C)C(=O)c1cccc(S(=O)(=O)N2CCN(C)CC2)c1	x	x	x	x	-1.2%	x	-3.1%	1.6%	-2.3
Cc1cnc(NC(=O)CSc2nnc(COc3c(C)cccc3C)o2)s1	-0.2	-6.4	0.1%	2.5	-1.3%	-0.7	-2.4%	-5.5%	-24.6

Ordered by the number under Vif-A3G inh (descending): three from the list above
molecule	Vif-A3G inh
Cc1cnc(NC(=O)CSc2nnc(COc3c(C)cccc3C)o2)s1	-1.3%
COc1cc(/C=N\Nc2ccc([N+](=O)[O-])cc2)ccc1OCC(=O)Nc1ccc(C)c(C)c1	-1.4%
CC1CCc2nc3ncn(CC(=O)Nc4cccc(C#N)c4)c(=O)c3cc2C1 (configuration not stated)	-5.4%

Remaining list, next part
SMILES	D2 potentiator	D1 antagonist	RXFP1 agonist	D1 ag	Vif-A3G inh	D1 potentiator	GRP78 ERSR act	Vif-APOBEC3F blk	RXFP1 antagonist
Cc1ccnc(NC(=O)C2CCN(S(=O)(=O)c3cccc(C(F)(F)F)c3)CC2)c1	3.0	-5.1	0.0%	2.2	-4.2%	-0.8	-3.5%	5.2%	-6.0
O=C(NC1CCN(C(=S)NCc2ccco2)CC1)c1cccc(F)c1	2.1	-5.2	-0.8%	1.1	-3.2%	0.3	-5.3%	2.5%	-6.4
O=C(Nc1nonc1-c1ccc(Cl)cc1)c1ccccc1F	6.3	-1.3	0.1%	1.3	-1.3%	2.4	-3.7%	-2.0%	-1.9
COC(=O)C1(Cc2ccc(O)cc2)OC(=O)C(O)=C1c1ccc(O)cc1 (configuration not stated)	-5.8	-23.1	-1.4%	2.9	3.8%	-6.8	-1.0%	6.5%	x
CC1(c2ccc(OC(F)F)cc2)NC(=O)N(CC(=O)N2CCN(C(=O)c3ccco3)CC2)C1=O (configuration not stated)	-2.3	-30.2*	0.3%	2.3	1.0%	-0.6	-0.7%	1.7%	10.0
COc1ccc(NS(=O)(=O)c2cc(-c3onc(C)c3C)ccc2C)c(OC)c1	-4.3	7.1	-1.5%	0.7	4.7%	2.3	-3.4%	4.3%	-17.8
N#CCCn1cc(/C=N/O)c(-c2cccc([N+](=O)[O-])c2)n1	-4.0	-23.8	0.7%	3.5	3.6%	-4.2	-3.1%	-16.6%	9.9
COc1ccc(C(CNC(=O)CCNS(=O)(=O)c2ccc(Br)cc2)N2CCCC2)cc1 (configuration not stated)	16.0	-63.1*	0.2%	47.7*	1.6%	-7.7	-1.4%	-2.5%	-5.9
O=[N+]([O-])c1ccc(Cl)c(S(=O)(=O)Nc2ccc(S(=O)(=O)N3CCOCC3)cc2)c1	7.5	7.4	3.4%	-1.7	-0.7%	-0.3	0.2%	4.5%	-8.1
CC(CNC(=O)CCCn1c(=O)c2cccn2c2cccnc21)c1ccccc1 (configuration not stated)	0.1	-0.9	2.1%	-0.1	1.4%&-2.9%	-4.0	-1.1%&-2.5%	-5.2%&-12.4%	5.2&-7.4
CCCOc1ccc(C2=NC(c3ccc(F)cc3)=Nc3ccc(OC)cc3N2)cc1	6.4	-8.0	-2.6%	5.6	x	1.4	x	x	1.4
Cc1nn2c(=O)cc(COC(=O)c3ccc(NC(=O)COc4ccccc4F)cc3)nc2s1	12.7	-1.8	11.0%	2.9	-0.6%	0.4	-4.9%	0.9%	-14.2
COc1ccccc1C1CCN(C(=O)C2CCCCC2)CC1	-3.3	4.2	3.7%	3.4	0.1%	-0.8	-3.7%	-3.5%	2.6
CCn1c(=O)cc(OCC(=O)NCCc2ccc(OC)c(OC)c2)c2ccccc21	3.6	-4.7	-0.9%	2.0	-5.4%	2.0	-2.4%	-8.5%	-9.3
Cc1ccc(OCC(=O)N2CCN(S(=O)(=O)c3ccccc3)CC2)c([N+](=O)[O-])n1	11.3	-3.5	1.5%	6.0	-2.0%	-1.6	-2.9%	-6.1%	-10.8
Cc1cc([N+](=O)[O-])nn1CC(=O)NNC(=S)Nc1ccc(Cl)cc1	3.0	-6.4	2.0%	1.1	1.5%	-3.3	-2.7%	5.2%	7.4
COc1ccc(C2c3c(n(C)c4ccccc34)C(=O)N2CC(=O)Nc2ccc(Cl)cc2)cc1 (configuration not stated)	1.1	-1.0	8.7%	2.3	-3.6%	-1.9	-1.2%	0.1%	-17.0
CCCNC(=O)NC(=O)COC(=O)CNS(=O)(=O)/C=C/c1ccccc1	-2.3	0.4	0.1%	-3.2	2.4%	-1.4	-1.2%	13.1%	4.2
O=C(O)CCCC(=O)Nc1cccc(-c2nc3ccccc3[nH]2)c1	0.8	-0.8	1.9%	1.8	1.1%	-0.5	-6.4%	-5.1%	1.4
CC(=O)c1ccc(S(=O)(=O)NCCC(=O)OCC(=O)N(Cc2ccccc2)C(C)(C)C)cc1	-9.6	-10.5	0.0%	2.7	0.1%	-1.1	6.6%	5.8%	4.8
CCSCc1nnc(SCC(=O)c2ccc(OC)cc2)n1C	24.2	24.9	1.7%	0.6	-2.2%	2.6	-3.7%	x	-2.0
Cc1ccc(Cn2nc(C)c(NC(=O)C3(C)CC3(Br)Br)c2C)cc1 (configuration not stated)	5.2	-38.4*	0.1%	0.0	-7.4%	-4.2	-5.1%	-14.0%	13.3

High-throughput results: PubChem BioAssay, National Center for Advancing Translational Sciences (NCATS)
